Screening results deposited in PubChem by National Center for Advancing Translational Sciences (NCATS).
ELG1 genotoxic = qHTS screen for small molecules that induce genotoxicity in human embryonic kidney (HEK293T) cells expressing luciferase-tagged ELG1; HEK293T ELG1-luciferase reporter, luminescence, 16 h; Potency, µM (top dose mostly 46 µM), for the others: top-dose activity change, positive = activation, actives largely listed as activators; 1.3% of 330,000 active; AID 504466, 2011; further: % of control where 0% means no effect; nearly all actives have a fitted effect of over 60% in size
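Screening used a luciferase reporter fused to human ELG1 in HEK293T cells. Luminescence was read on a CCD plate imager after 16 hr exposure and 30 min ONE-Glo incubation.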
uPA surface inh = qHTS for Inhibitors of Cell Surface uPA Generation. cell surface uPA generation assay, qHTS. AID 540303, 2011. 0.31% of 330,000 active. Potency, µM (doses to about 38.3 µM), for inactives: at the highest dose activity change, negative = inhibition, most hits filed as inhibitors; active means well fitted inhibition curve with a large enough effect; inconclusive means small, poorly fitted or top-dose-only effect; inactive means no such curve, though single readings can be large or run the other way; tested in mouse RAW 264.7 cells; further: on the % scale 0 is the no-effect control and ±100 the full control effect; nearly all actives have a fitted effect of over 55% in size
FLuc counter = qHTS profiling assay for firefly luciferase inhibitor/activator using purifed enzyme and Km concentrations of substrates (counterscreen for miR-21 project) | Luciferin 4-monooxygenase (Photinus pyralis), P08659 | purified FLuc, Km substrates, luminescence inhibition | Potency, µM (highest dose often 57.5 µM), inactives show at the highest dose activity change, negative = inhibition, most hits filed as inhibitors | 6.9% of 360,000 active | AID 588342, 2011;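 further: plate controls were vehicle for no effect and reference inhibitor for full effect; nearly all actives have a fitted effect of over 55% in size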
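Biochemical qHTS of compounds, final roughly 60 µM downward over six points, against 10 nM purified firefly luciferase using Km concentrations of substrates (10 uM D-luciferin, 10 uM ATP) in Tris acetate pH 7.5 buffer; luminescence output.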
p53 reactivation = qHTS assay for re-activators of p53 using a Luc reporter | H1299 p53-A138V BP100-luciferase reporter, luminescence, 24 h | 0.063% of 320,000 active | AID 504706, 2011 | Potency, µM (highest dose often 92.2 µM), for inactives: at the highest dose activity change, positive = activation, usual class: activators; further: % of control where 0% means no effect; nearly all actives have a fitted effect of over 45% in size
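p53-null H1299 cells stably carrying temperature-sensitive p53-A138V and a BP100-luciferase reporter were pinned with compounds (4-point, 1:5 series) and held 24 hrs at 37 deg C. Luminescence was read 10 min after detection reagent.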
RORgamma inh = qHTS for inhibitors of ROR gamma transcriptional activity; Drosophila S2 Gal4-RORgamma UAS-luciferase reporter, 20 h; Potency, µM (highest dose often 53.6 µM), without a hit: at the top dose activity change, negative = inhibition, most hits filed as inhibitors; 5.4% of 310,000 active; further: on the % scale 0 is the no-effect control and ±100 the full control effect; nearly all actives have a fitted effect of over 60% in size
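Stable Schneider cell line, Gal4 DNA-binding domain fused to ROR gamma, UAS-luciferase. Cmpd 1 hr RT → CuSO4 700 uM final → 20 hr RT → luciferase reagent 10 min → luminescence.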
NPC1 promoter act = qHTS Assay for NPC1 Promoter Activators; Huh7 NPC1 promoter luciferase reporter, 24 h; Potency, µM (top dose mostly 9.22 µM), for the others: at the highest dose activation, actives largely listed as activators; 2.4% of 320,000 active; AID 485313, 2010;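 further: % of control where 0% means no effect; nearly all actives have a fitted effect of over 60% in size; reporter is driven by a mutant NPC1 promoter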
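Quantitative HTS used a cell-based reporter: Huh7 cells stably bearing the NPC1 promoter upstream of luciferase were treated with compounds for 24 h, and promoter activation was read as luminescence.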
CXXC DNA block = qHTS Fluorescence Polarization Assay for Inhibitors of MLL CXXC domain - DNA interaction; 0.037% of 290,000 active; MLL-CXXC / FITC-HOXA9 DNA fluorescence polarization; Potency, µM (titrated, usually from 115 µM), inactives show top-dose activity change, negative = inhibition, actives largely listed as inhibitors; AID 2662, 2010; Histone-lysine N-methyltransferase 2A (Homo sapiens), Q03164; active means well fitted inhibition curve with a large enough effect in the polarisation, with a control signal flat, not every such curve was filed as active; inconclusive means small, poorly fitted or top-dose-only effect, or effect the other way, or a change in a side signal; inactive means no such curve, though single readings can be large or run the other way; the % refers to the polarisation
Target sequence (Q03164 whole entry, looked up, the tested form may be a part): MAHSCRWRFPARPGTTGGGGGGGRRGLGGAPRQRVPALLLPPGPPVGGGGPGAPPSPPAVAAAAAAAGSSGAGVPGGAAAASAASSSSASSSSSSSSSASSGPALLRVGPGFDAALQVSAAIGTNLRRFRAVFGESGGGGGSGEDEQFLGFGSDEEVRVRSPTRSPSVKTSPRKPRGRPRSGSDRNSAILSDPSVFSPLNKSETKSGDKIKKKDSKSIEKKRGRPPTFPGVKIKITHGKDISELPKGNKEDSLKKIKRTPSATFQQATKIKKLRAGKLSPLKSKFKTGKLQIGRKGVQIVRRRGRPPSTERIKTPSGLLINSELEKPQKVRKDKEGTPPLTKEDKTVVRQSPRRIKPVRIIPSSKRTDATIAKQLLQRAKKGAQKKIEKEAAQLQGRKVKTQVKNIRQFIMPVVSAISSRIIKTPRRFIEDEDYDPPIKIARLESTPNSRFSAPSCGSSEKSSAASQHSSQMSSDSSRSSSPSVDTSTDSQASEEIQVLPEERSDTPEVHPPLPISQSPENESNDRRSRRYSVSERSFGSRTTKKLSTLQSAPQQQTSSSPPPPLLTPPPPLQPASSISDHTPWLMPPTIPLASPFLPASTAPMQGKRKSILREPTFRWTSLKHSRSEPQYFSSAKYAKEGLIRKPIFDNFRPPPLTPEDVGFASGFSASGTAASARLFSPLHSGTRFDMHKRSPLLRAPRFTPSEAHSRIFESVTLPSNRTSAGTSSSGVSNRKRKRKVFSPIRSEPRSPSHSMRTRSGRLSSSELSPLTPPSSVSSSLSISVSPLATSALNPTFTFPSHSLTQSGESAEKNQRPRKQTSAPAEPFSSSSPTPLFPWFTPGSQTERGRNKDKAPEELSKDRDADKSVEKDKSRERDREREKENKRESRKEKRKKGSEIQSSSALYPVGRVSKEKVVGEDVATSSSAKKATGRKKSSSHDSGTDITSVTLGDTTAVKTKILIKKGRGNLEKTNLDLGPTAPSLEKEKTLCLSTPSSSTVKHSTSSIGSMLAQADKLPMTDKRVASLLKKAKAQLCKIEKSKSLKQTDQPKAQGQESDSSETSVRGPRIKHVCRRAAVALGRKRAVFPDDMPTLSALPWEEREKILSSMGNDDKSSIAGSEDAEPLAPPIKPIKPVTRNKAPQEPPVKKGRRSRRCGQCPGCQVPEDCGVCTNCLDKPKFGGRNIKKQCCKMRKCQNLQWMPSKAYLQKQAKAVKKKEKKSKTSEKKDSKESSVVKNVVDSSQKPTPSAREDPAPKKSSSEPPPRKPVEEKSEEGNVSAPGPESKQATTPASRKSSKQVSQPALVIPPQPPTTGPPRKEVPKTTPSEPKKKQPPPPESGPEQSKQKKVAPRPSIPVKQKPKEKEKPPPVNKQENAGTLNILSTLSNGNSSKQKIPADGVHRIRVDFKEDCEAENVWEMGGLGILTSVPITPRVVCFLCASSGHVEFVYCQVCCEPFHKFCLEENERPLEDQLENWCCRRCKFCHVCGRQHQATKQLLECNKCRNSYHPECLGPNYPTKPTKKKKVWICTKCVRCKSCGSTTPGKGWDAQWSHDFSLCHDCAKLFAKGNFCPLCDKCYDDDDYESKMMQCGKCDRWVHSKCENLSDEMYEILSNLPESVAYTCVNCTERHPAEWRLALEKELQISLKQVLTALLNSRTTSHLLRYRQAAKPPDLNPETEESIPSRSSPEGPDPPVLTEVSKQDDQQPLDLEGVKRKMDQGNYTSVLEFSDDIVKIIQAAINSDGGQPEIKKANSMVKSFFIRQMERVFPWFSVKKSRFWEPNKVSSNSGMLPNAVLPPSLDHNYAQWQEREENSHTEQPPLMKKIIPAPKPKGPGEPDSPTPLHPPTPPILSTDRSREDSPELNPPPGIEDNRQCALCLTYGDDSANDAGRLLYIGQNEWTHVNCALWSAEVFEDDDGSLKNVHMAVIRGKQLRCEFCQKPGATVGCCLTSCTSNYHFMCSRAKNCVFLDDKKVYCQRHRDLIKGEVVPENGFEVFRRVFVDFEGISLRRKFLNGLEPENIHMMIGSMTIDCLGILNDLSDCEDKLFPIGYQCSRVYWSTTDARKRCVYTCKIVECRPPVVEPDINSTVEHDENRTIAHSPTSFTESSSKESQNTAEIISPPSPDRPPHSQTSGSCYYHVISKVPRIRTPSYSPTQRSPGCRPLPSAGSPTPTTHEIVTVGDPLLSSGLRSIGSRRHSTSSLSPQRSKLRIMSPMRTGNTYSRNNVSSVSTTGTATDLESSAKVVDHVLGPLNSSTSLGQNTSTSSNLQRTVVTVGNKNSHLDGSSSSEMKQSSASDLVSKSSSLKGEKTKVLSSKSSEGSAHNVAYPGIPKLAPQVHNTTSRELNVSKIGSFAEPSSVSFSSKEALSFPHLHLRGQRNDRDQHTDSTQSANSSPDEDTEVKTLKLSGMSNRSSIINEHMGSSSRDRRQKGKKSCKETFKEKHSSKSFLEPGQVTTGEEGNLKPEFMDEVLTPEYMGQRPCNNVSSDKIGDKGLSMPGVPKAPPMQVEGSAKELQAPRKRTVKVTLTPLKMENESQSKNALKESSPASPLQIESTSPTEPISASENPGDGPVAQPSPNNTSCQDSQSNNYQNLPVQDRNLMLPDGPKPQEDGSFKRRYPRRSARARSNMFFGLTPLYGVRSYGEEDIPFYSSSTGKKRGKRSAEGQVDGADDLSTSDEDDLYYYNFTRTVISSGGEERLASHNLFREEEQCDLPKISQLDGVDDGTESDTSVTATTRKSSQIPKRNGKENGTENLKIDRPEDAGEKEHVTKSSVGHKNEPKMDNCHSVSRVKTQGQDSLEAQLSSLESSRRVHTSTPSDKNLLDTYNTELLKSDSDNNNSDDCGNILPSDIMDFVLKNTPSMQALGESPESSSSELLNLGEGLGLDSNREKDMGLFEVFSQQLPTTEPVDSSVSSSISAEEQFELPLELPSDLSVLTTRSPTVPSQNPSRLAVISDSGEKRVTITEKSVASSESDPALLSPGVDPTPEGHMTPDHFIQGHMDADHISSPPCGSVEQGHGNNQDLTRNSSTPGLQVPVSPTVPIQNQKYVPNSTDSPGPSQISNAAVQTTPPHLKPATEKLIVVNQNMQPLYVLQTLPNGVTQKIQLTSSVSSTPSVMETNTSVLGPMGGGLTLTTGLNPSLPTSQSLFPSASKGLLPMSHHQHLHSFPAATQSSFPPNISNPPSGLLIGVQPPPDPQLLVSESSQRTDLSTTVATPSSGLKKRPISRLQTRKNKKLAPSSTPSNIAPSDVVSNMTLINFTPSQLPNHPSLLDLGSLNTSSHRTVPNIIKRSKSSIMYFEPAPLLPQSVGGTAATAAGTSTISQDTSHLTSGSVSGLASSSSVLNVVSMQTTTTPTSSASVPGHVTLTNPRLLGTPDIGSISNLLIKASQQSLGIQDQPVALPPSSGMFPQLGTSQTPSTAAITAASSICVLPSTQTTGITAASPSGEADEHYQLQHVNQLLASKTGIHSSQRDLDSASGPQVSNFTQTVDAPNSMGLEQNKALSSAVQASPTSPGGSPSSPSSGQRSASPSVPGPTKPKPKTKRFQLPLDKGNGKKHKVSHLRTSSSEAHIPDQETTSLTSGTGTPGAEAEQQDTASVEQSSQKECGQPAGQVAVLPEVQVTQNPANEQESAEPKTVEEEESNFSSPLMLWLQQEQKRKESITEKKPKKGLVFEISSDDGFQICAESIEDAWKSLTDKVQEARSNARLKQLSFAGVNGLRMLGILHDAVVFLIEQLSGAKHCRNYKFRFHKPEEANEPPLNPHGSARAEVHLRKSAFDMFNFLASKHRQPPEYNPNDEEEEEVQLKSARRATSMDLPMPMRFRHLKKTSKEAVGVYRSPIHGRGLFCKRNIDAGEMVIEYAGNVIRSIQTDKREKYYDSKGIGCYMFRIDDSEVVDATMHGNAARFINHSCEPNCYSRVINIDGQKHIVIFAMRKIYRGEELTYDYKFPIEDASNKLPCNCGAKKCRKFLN
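Purified MLL-CXXC (added from a 7 uM solution) was preincubated 5 min at ambient with pinned compounds in 50 mM Tris-HCl pH 7.5, 50 mM NaCl, 1 mM DTT, 0.05% BSA. Fluorescein-labeled HOX-A9 DNA (50 nM solution) followed, 30 min, then polarization read.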
BRCA1 expr up = qHTS Assay to Identify Small Molecule Activators of BRCA1 Expression; 1.1% of 380,000 active; Potency, µM (highest dose often 46.1 µM), for inactives: top-dose activation, most hits filed as activators; AID 624202, 2012; MCF7-BRCA1-FFLuc reporter, luminescence, 48 h; response scale: scaled: vehicle 0%, 10 µM genistein 100%; further: nearly all actives have a fitted effect of over 80% in size; some results filed as inactive show a strong effect at the top dose
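Quantitative HTS in MCF7 cells stably reporting BRCA1 expression via firefly luciferase. Compound treatment lasts 48 h at 37 °C in phenol-red free MEM. Activation is expressed relative to genistein at 10 microM and DMSO.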
VP16 counter = VP16 counterscreen qHTS for inhibitors of ROR gamma transcriptional activity; Drosophila S2 Gal4-VP16 UAS-luciferase, luminescence, 20 h; Potency, µM (top dose mostly 53.6 µM), without a hit: top-dose activity, negative = inhibition, usual class: inhibitors; 3.5% of 310,000 active;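 further: Gal4-VP16 expression switched on by copper sulfate through the metallothionein promoter; on the % scale 0 is the no-effect control and ±100 the full control effect; nearly all actives have a fitted effect of over 50% in size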
Rab9 promoter act = qHTS Assay for Rab9 Promoter Activators. Potency, µM (doses to about 9.22 µM), inactives show top-dose activation, negative = inhibition, hits mostly activators. 2.8% of 320,000 active. Huh7 Rab9 promoter-luciferase reporter, luminescence, 24 h. AID 485297, 2010; further: % of control where 0% means no effect; nearly all actives have a fitted effect of over 60% in size
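Promoter activation is measured as luciferase luminescence in Huh7 cells stably transfected with a Rab9 promoter–luciferase construct, following 24 h compound exposure at 37 °C and 10 min reagent incubation at ambient temperature.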
MBNL1 CUG block = qHTS Assay for Inhibitors of MBNL1-poly(CUG) RNA binding | Muscleblind-like protein 1 (Homo sapiens), Q9NR56 | TR-FRET MBNL1-His/biotin-(CUG)12 binding, 665/545 ratio | Potency, µM (highest dose often 57.5 µM), without a hit: top-dose activity change, negative = inhibition, actives largely listed as inhibitors | 0.036% of 280,000 active; active means well fitted inhibition curve with a large enough effect in the signal ratio, with a control signal flat, not every such curve was filed as active; inconclusive means small, poorly fitted or top-dose-only effect, or effect the other way, or a change in a side signal; inactive means no such curve, though single readings can be large or run the other way; the % refers to the signal ratio; further: on the % scale 0 is the no-effect control and ±100 the full control effect
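Ratiometric TR-FRET (665 over 545 nm, excitation 340 nm) tracks disruption of MBNL1-His/biotin-(CUG)12 complex after 60 min at room temperature, with compounds at 92 nM to 58 uM final.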
Starred values were filed as active, the others as inactive; ? = inconclusive; . = no result given; & = joins results of further samples; [ ] = another dose, or the depositor's remark. Unless noted, the call rests on the fitted dose curve; in most records, active means well fitted curve in the direction sought with a large enough effect; inconclusive means small, poorly fitted or top-dose-only effect, or another doubt; inactive means no such curve, though single readings can be large; an effect the other way counts as inactive or inconclusive. Potency means the concentration at half of the fitted maximal effect. Not all compounds are listed; rates above refer to the full screens.

SMILES	ELG1 genotoxic	uPA surface inh	FLuc counter	p53 reactivation	RORgamma inh	NPC1 promoter act	CXXC DNA block	BRCA1 expr up	VP16 counter	Rab9 promoter act	MBNL1 CUG block
Cn1cnnc1Sc1ccc(/C=C(\CCC(=O)O)c2nc3ccccc3s2)cc1[N+](=O)[O-]	-2%	1%	-16%	-2%	3%	1%	0%	-2%	12%	10%	?
COC(=O)Cc1cc(=O)n(-c2nc3ccccc3s2)[nH]1	-1%	-2%	17µM*	0%	-33%	-1%	-2%	22%	-8%	1%	?
FC(F)(F)c1cnc(Oc2ccccc2-c2nnc(-c3ccc(Cl)cc3)o2)c(Cl)c1	16%	5%	-19%	20%	-9%	2%	4%	-18%	-4%	-2%	0%
CCOc1ccc(NC(=O)CN2CCN(CC(=O)Nc3ccc(OC)cc3)CC2)cc1	0%	1%	-2%&-1%	2%	?	-1%	5%	1%	-11%	-4%	-6%
CCOC(=O)c1c(NC(=O)CCC(=O)NCc2ccco2)sc2c1CCCC2	-1%	-2%	1%	-1%	-15%	1%	6%	-24%	-7%	3%	14%
CC(C)NC(=O)C(=O)NC1CCCCCC1	12%	-7%	0%	4%	2%	11%	-6%	17%	3%	10%	-12%
S=C(c1ccc(N2CCOCC2)cc1)N1CCOCC1	-2%	3%	6%	-15%	18%	4%	6%	0%	-11%	-6%	4%
O=C(O)c1cccc(-c2nnn(Cc3ccccc3Cl)n2)c1	?	0%	3µM*	.	-21%	0.45µM*	0%	-76%[inhibitor]	-11%	0.4µM*	?
O=c1c2cccnc2[nH]c(=S)n1CCC1=CCCCC1	1%	0%	0%	27%	0.89µM*	-6%	9%	-8%	1.6µM*	-8%	-1%
COc1cccc(NC(=O)C(Sc2nnc3ccccn23)c2ccccc2)c1 (stereo not drawn)	2%	1%	0%	-4%	-7%	-3%	-2%	-5%	1%	-1%	.
Cc1ccc(C(=O)O/N=C(/c2nonc2N)N(C)C)cc1	-2%	-2%	-19%	-1%	0%	3%	7%	-27%	-2%	-2%	0%
O=S(=O)(c1ccc(F)cc1)N1CCN(Cc2ccccn2)CC1	1%	-2%	0%	0%	-31%	-8%	-7%	6%	-4%	-10%	2%
Cc1nn(Cc2ccccc2)c(Cl)c1C(=O)NC(C)(C)C	-2%	0%	2%	-7%	7%	-1%	17%	-6%	5%	-2%	-2%
CC(C)(CNC(=O)Cc1ccc(Cl)cc1Cl)N1CCCCC1	0%	4%	-1%	-10%	-2%	1%	32%[activator]	-8%	4%	-8%	0%
Cc1sc(NC(=O)c2cccc([N+](=O)[O-])c2)c(C(N)=O)c1-c1ccc(C(C)(C)C)cc1	-4%	0%	-8%	2%	32%	?	-2%	-5%	20%	?	-6%
CN1CCN(S(=O)(=O)c2cccc(C(=O)N(C)Cc3cccs3)c2)CC1	-1%	6%	2%	6%	.	-3%	.	1%	.	2%	.
CCC(C(=O)Nc1nc(C)cs1)c1ccccc1 (stereo not drawn)	-4%	1%	2%	0%	-15%	-5%	-3%	0%	10%	-4%	2%
CCOCCOC(=O)C1=C(C)N(C)C(=O)NC1c1cc(Cl)c(O)c(OC)c1 (stereo not drawn)	-2%	3%	8%	6%	27%	3%	0%	4%	-2%	-8%	0%
CC(C)(C)n1nc2c(c1NC(=O)CCCc1ccccc1)CS(=O)C2 (stereo not drawn)	-4%	6%	1%	0%	-14%	-2%	7%	0%	2%	2%	0%
COc1ccc(CN2CCn3ncc(C(=O)Nc4cc(C)cc(C)c4)c3C2=O)cc1	8%	5%	0%	-15%	?	-4%	-1%	-55%	?	1%	-14%
C=CCn1c(Cc2csc(N)n2)nnc1SCC(=O)OCC	-1%	.	-1%	8%	-42%	0%	15%	1%	2%	-3%	-3%
COc1ccc(S(=O)(=O)N(C)c2ccc(C(=O)NCc3ccccn3)cc2)cc1OC	11%	?	-3%	-2%	-6%	0%	16%	-8%	5%	-5%	-8%
CN(C)Cc1c(O)ccc2occ(C(O)c3ccccc3)c12 (stereo not drawn)	-4%	7%	2%	-4%	13%	6%	-15%	15%	-1%	-4%	-2%
CCn1c2ccccc2c2cc([N+](=O)[O-])ccc21	0%	3%	-9%	4%	-15%	-2%	12%	-1%	-2%	-2%	6%
CCOc1ccc(CC2NCCc3cc(OCC)c(OCC)cc32)cc1OCC (stereo not drawn)	-8%	?	0%	-4%	12%	-5%	6%	-62%	-23%	-7%	-2%

Copied from the list:
COc1ccc(CN2CCn3ncc(C(=O)Nc4cc(C)cc(C)c4)c3C2=O)cc1 @ ELG1 genotoxic = 8%
O=S(=O)(c1ccc(F)cc1)N1CCN(Cc2ccccn2)CC1 @ p53 reactivation = 0%

Continued:
SMILES	ELG1 genotoxic	uPA surface inh	FLuc counter	p53 reactivation	RORgamma inh	NPC1 promoter act	CXXC DNA block	BRCA1 expr up	VP16 counter	Rab9 promoter act	MBNL1 CUG block
O=c1cc(Cl)[nH]c(=O)n1Cc1ccc(F)cc1	-1%	0%	0%	-2%	7%	-5%	58%[activator]	-15%	1%	-4%	-3%
CC12CCC(C(=O)Nc3cc(F)ccc3F)(CC1=O)C2(C)C (stereo not drawn)	0%	0%	-2%	1%	-17%	-1%	-22%	14%	-3%	1%	-1%
CCCc1cc(=O)n2[nH]c(Cc3ccccc3)nc2n1	0%	8%	2%	5%	30%	0%	-5%	-2%	-6%[0.365 µM]	2%	-24%
CCNC(=O)COC(=O)/C=C/c1c(C)nn(Cc2cccc(OC)c2)c1Cl	-3%	0%	-16%	-5%	5%	-1%	-14%	5%	-16%	0%	9%
c1ccc2cc(Cn3ccnc3)ccc2c1	2%	16%	2%	.	.	-4%	0%	-5%	.	-1%	4%
Cc1ccc(N(Cc2cc(=O)[nH]c3ccccc23)C(=O)C(C)C)cc1	-2%	7%	3%	-2%	32%	-2%	9%	5%	4%	0%	0%
O=C(C1=C[C@@H](C2CCCCC2)C[C@@H](OCCCCO)O1)N1CCN(Cc2ccc3c(c2)OCO3)CC1	-3%	-15%	3%	0%	12%	-2%	0%	0%	-1%	-4%	-3%
Nc1nonc1C(=O)NC(c1ccccc1)c1ccccc1	0%	-8%	5%[2.3 µM]	-6%	?	3%	5%	13%	4%	2%	-2%
CS(=O)(=O)NN1C(=O)c2ccccc2NC12CCCC2	-2%	2%	-2%	3%	0%	-4%	15%	-1%	6%	-1%	0%
O=C(COc1cccc2ccccc12)N1c2ccccc2CCc2ccccc21	-11%	-6%	1%	-2%	-2%	-7%	19%	-67%	-14%	1%	-6%
O=C(C[N+]1(CC#Cc2ccccc2)CCOCC1)c1ccccc1	0%	-18%	0%	4%	-8%	0%	-1%	-1%	-6%	9%	-11%
COc1ccccc1NC(=O)NC1CC(=O)N(c2ccc3c(c2)OCCO3)C1 (stereo not drawn)	0%	-5%	-1%	1%	.	-2%	.	-5%	.	0%	.
O=c1c2c3c(sc2nc2n1CCCC2)CCCC3	27%	-3%	-18%	?	?	10%	1%	42%	?	27%	-4%
Cc1cccn2c(=O)c3cc(C(=O)N4COCC4(C)C)sc3nc12	4%	4%	-13%	3%	17%	15%	-12%	-12%	?	?	12%
COc1ccc(N2C(=O)CSC2c2ccccc2)cc1 (stereo not drawn)	-1%	0%	-1%	-5%	8%	0%	1%	-17%	6%	0%	9%
CCOc1ccc(NS(=O)(=O)c2cc(NC(=O)c3cccc(C)c3)ccc2Cl)cc1	-12%	?	?	?	?	-6%	-2%	-65%	-9%	-1%	-3%
CCN1CSC(=S)N(Cc2ccc(OC)cc2)C1	4%	?	-1%	-14%	14µM*	-24%	-4%	-36%	13µM*	-28%	0%
NS(=O)(=O)Cc1noc2ccccc12	4%	-1%&16%	2%	.	-40%&-11%&4%	-2%	2%&3%	3%&7%	2%&1%&-4%	-6%	-9%
O=C(COc1ccc2ccc(=O)oc2c1)N1CCN(c2ccc(F)cc2)CC1	-2%	3%	2%	10%	-3%	-3%	-7%	-11%	2%	6%	7%
CCCN1CCN(C(=O)CCc2nnc3ccc(N4CCN(c5cccc(OC)c5)CC4)nn23)CC1	-5%	-3%	1%	7%	3%	-2%	.	-10%	0%	-3%	-2%
